Screens (PubChem)
LANA DNA inh: inhibitors of KSHV LANA C-terminal domain DNA binding. MBP-C-LANA/FAM-LBS DNA binding, fluorescence polarization. inhibition, % at 9 µM. hit rate 0.078% among 340,000. AID 504423;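 active = highest replicate inhibition at or above 60% at 9 µM, even if other replicates fall short; inactive = all replicates below 60% inhibition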;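 also: 0% = neutral control wells and 100% = 4 µM acridine orange control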
V-ATPase pHluor: yeast V-ATPase proton transport regulation by pHLuorin | response, % at 10 µM | AID 504577 | S. cerevisiae, pHLuorin cytosolic pH fluorescence | hit rate 0.37% among 350,000; in the data active = response mostly above about 7.3%, no sharp cut-off; inactive = mostly below about 5.4%; also: actives read high; inactives centre near 0; some compounds called inactive have numbers as strong as hits; reference of the scale not given here
cardiac RTF act: cardiac RTF calcium sensitization; P19429+P45379; IANBD-labeled TnC RTF fluorescence at EC20 calcium; 0% EC20 calcium, 100% full calcium; activation, % at 7.2 µM; hit rate 0.24% among 340,000; AID 493008;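 active = activation above the mean over all tested compounds plus 3 SD, cut at about 30% in these data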;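 also: rise in fluorescence read as greater calcium sensitivity of cardiac thin filaments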
CAL PDZ FP: blocks peptide binding to the human CAL PDZ domain; Q9HD26; purified CAL PDZ, TMR-peptide fluorescence polarization, 1 h; hit rate 0.92% among 300,000; inhibition, % at 24.9 µM;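 active = mean inhibition of at least 30% with at least half of replicates also reaching 30%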;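 also: 0% = DMSO neutral control and 100% = excess unlabeled competitor peptide PRC23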
OPRM1-OPRD1 ag: OPRM1-OPRD1 heterodimerization agonism. cells, luminescence. AID 504326. P35372+P41143. activation, % at 9.3 µM. hit rate 0.3% among 340,000; in the data active = activation above about 18%;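 also: 0% = vehicle-treated cells and 100% = reference agonist; values of inactives mirror those of a sister screen read the other way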
RTF Ca sens inh: cardiac RTF calcium desensitization | AID 493244 | IANBD-labeled cardiac RTF, Ca2+ fluorescence | inhibition, % at 7.15 µM | hit rate 0.12% among 340,000 | P19429+P45379;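 active = inhibition above the mean inhibition of all tested compounds plus 3 SD, cut at about 17% in these data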;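 also: assay run at fixed EC70 calcium of 1.6 mM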
Keap1-Nrf2 PPI: inhibitors of human Keap1-Nrf2 protein-protein interaction | Keap1 Kelch-Nrf2 peptide fluorescence polarization, 1536-well | AID 504523 | hit rate 0.15% among 340,000 | Q14145 | inhibition, % at 9.4 µM; in the data active = inhibition above about 12%;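 also: human Keap1 Kelch domain with fluorescein labeled Nrf2 9mer peptide probe; 0% = neutral control wells and 100% = peptide positive control; higher means more block of Keap1 binding to Nrf2 peptide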
Target sequence (Q14145 whole entry, looked up, the tested form may be a part): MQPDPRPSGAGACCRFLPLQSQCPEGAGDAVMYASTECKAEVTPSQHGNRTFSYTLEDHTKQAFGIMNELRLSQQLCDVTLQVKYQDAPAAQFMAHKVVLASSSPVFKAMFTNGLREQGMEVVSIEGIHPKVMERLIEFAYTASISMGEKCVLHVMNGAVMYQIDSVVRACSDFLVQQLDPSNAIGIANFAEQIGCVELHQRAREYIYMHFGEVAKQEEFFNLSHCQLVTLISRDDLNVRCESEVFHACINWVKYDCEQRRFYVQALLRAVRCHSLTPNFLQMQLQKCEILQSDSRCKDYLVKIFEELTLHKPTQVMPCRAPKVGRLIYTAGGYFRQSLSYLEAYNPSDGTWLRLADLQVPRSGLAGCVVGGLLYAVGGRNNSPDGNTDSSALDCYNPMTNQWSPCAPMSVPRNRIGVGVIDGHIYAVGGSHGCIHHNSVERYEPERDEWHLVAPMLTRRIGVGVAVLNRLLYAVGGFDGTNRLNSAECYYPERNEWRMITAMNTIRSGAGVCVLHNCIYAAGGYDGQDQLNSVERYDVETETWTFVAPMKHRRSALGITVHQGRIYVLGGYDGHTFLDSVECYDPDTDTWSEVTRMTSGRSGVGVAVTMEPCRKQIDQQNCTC
OPRM1-OPRD1 inv: inverse agonists of human mu-delta opioid receptor heterodimerization. P35372+P41143. cell-based MOR-DOR heterodimer luminescence, inverse agonism. inhibition, % at 9.3 µM. hit rate 0.21% among 340,000; in the data active = inhibition above about 22%, passing the limit was not always enough;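 also: 0% = cells with DMSO and 100% = wells without cells with DMSO; values of inactives mirror those of a sister screen read the other way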
HTR5A ag: HTR5A agonism, opioid heterodimer counter-screen; HTR5A agonist assay, luminescence, cell-based; AID 504692; hit rate 0.61% among 340,000; P47898; activation, % at 9.3 µM; in the data active = activation mostly above about 9.5%, no sharp cut-off; inactive = mostly below about 7.6%;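 also: 0% = cells with vehicle only and 100% = reference agonist; strong numbers were not always called active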
Target sequence (P47898 whole entry, looked up): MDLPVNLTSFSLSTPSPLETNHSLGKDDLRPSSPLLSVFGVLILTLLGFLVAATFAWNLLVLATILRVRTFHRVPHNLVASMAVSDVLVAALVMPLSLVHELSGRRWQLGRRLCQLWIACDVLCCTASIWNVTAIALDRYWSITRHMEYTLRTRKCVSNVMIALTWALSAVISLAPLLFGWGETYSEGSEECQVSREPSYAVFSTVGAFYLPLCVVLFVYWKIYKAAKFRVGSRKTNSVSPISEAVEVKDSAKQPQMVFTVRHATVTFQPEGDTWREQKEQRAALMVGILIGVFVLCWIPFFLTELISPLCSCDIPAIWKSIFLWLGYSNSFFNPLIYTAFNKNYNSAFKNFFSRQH
HTR5A inv ctr: counter-screen for OPRM1-OPRD1 inverse agonists: human HTR5A inverse agonism; P47898; inhibition, % at 9.3 µM; hit rate 0.083% among 340,000; AID 504634; HTR5A cell line, luminescence; in the data active = inhibition mostly above about 23%, no sharp cut-off; inactive = mostly below about 18%;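 also: 0% = cells with DMSO and 100% = no-cell wells with DMSO; some compounds called inactive have numbers as strong as hits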
The depositor's hits bear a star; . = no result given. Rows are unselected (roughly 2.8% active in at least one column).

entry	SMILES	LANA DNA inh	V-ATPase pHluor	cardiac RTF act	CAL PDZ FP	OPRM1-OPRD1 ag
1	COc1ccc(C2CC(=O)Oc3c(C(CCN4CCCC(C)C4)c4ccc(N(C)C)cc4)c(OC)cc(OC)c32)cc1 (stereo unspecified)	-0.2	1	6	-3	1.8
2	COc1cccc(NC(=O)C(OC(=O)c2ccc([N+](=O)[O-])o2)c2ccccc2)c1 (stereo unspecified)	0.0	-2	1	-1	8.2
3	COc1cccc(NC(=O)c2nn(C)cc2Br)c1	0.1	-2	8	-1	-1.3
4	CCOC(=O)c1c(S(=O)(=O)NCC(=O)Nc2ccccc2F)c(C)n(C)c1C	-0.7	4	-3	-1	-3.3
5	Cc1[nH]n(-c2ccc([N+](=O)[O-])cc2)c(=O)c1C=NCCc1ccc(S(N)(=O)=O)cc1	1.0	2	.	3	.
6	CC1=CC(C)(C)n2c(O)c(N=N)c3c(C)ccc1c32	-2.1	-4	3	-6	2.5
7	COc1ccc2c(c1)c(=O)oc1cc3occ(C(C)(C)C)c3cc12	0.5	-1	0	2	-1.5
8	COc1cccc(N2CCN(C(=O)c3cc4c(=O)n(Cc5ccccc5)ccc4nc3C)CC2)c1	0.4	-2	-1	0	-1.9
9	COC(=O)C1=C(N)Oc2cc(N(C)C)ccc2C1c1ccccc1OC (stereo unspecified)	3.2	1	5	0	1.4
10	O=C(Nc1ccccc1N1CCN(C(=O)c2ccccc2)CC1)c1ccc(Cl)cc1	2.1	-1	-3	-3	0.6
11	O=C(NCCNS(=O)(=O)c1cccc(C(F)(F)F)c1)c1cc(OCC(F)(F)F)ccc1OCC(F)(F)F	-0.2	-3	-2	-4	5.0
12	CCN1CCN(c2ccc(Cl)cc2NC(=O)c2ccc(-n3nc(C)cc3C)cc2)CC1	0.8	4	-2	-5	-1.1
13	Cc1c(C)n(-c2ccc(Cl)cc2)c2ncnc(N)c12	0.0	-1	-3	-1	-0.9
14	COc1ccc(CCNC(=O)c2ccc3c(c2)N(Cc2ccc(F)cc2)CCS3)cc1OC	0.0	3	-3	-4	-2.5
15	COc1ccc(OC(C)C(=O)NCCC2=CCCCC2)cc1 (stereo unspecified)	0.1	-2	4	1	0.8

entry	RTF Ca sens inh	Keap1-Nrf2 PPI	OPRM1-OPRD1 inv	HTR5A ag	HTR5A inv ctr
1	7	0	-11	3	-26
2	2	-2	-59	3	1
3	-5	-3	7	-3	9
4	3	-3	17	1	-5
5	.	-2	.	.	.
6	11	4	-14	7	-19
7	3	1	8	-1	0
8	1	-9	9	-1	3
9	-6	-10	-8	8	12
10	-2	4	-3	4	15
11	7	2	-29	-1	3
12	5	-6	4	5	-25
13	0	-3	5	-5	11
14	8	1	13	0	1
15	-9	1	-4	3	-7

4 entries from above, bar-delimited:
# | SMILES | LANA DNA inh | V-ATPase pHluor | cardiac RTF act | CAL PDZ FP | OPRM1-OPRD1 ag | RTF Ca sens inh | Keap1-Nrf2 PPI | OPRM1-OPRD1 inv | HTR5A ag | HTR5A inv ctr
14 | COc1ccc(CCNC(=O)c2ccc3c(c2)N(Cc2ccc(F)cc2)CCS3)cc1OC | 0.0 | 3 | -3 | -4 | -2.5 | 8 | 1 | 13 | 0 | 1
7 | COc1ccc2c(c1)c(=O)oc1cc3occ(C(C)(C)C)c3cc12 | 0.5 | -1 | 0 | 2 | -1.5 | 3 | 1 | 8 | -1 | 0
3 | COc1cccc(NC(=O)c2nn(C)cc2Br)c1 | 0.1 | -2 | 8 | -1 | -1.3 | -5 | -3 | 7 | -3 | 9
4 | CCOC(=O)c1c(S(=O)(=O)NCC(=O)Nc2ccccc2F)c(C)n(C)c1C | -0.7 | 4 | -3 | -1 | -3.3 | 3 | -3 | 17 | 1 | -5

Next section:
entry	SMILES	LANA DNA inh	V-ATPase pHluor	cardiac RTF act	CAL PDZ FP	OPRM1-OPRD1 ag
16	COC(=O)CN(C)C(=O)c1ccc(OC)c(OC2CCN(C(C)C)CC2)c1	1.1	-1	1	-4	-1.2
17	COc1ccc(-c2cn(CCC(=O)O)c(-c3ccc(Cl)nc3)n2)cc1	0.2	-2	5	0	-1.1
18	Cn1c(/N=C/c2cccs2)nc2ccccc21	-1.3	-2	1	-4	-2.7
19	CC(Nc1ccc([N+](=O)[O-])cc1[N+](=O)[O-])c1ccccc1 (stereo unspecified)	0.7	6	-2	-6	0.4
20	O=C(CNC(=O)c1ccc(Br)cc1)NCC(=O)OCC(=O)c1ccc(F)cc1	-1.8	1	-1	-3	-6.1
21	Cc1cccc(COCC(CC(C)C)N2CCN(C(=O)c3ccc(C(F)(F)F)cc3)CCC2=O)c1 (stereo unspecified)	-0.5	-1	-5	0	2.2
22	COc1ccccc1NC(=O)CN(C)S(=O)(=O)c1ccc(F)cc1	0.3	-5	0	-22	-0.9
23	CC(C)(C)c1ccc(C(=O)NC(=O)COC(=O)CCS(=O)(=O)c2ccccc2)cc1	-0.3	2	-5	-2	-0.9
24	Cc1cc(-n2c(SCCC#N)nnc2-c2cccnc2)ccc1Cl	0.9	1	0	-5	-3.3
25	O=C(Nc1ncc2c(n1)-c1ccccc1OC2)c1ccc(Cl)cc1Cl	-0.1	-1	2	.	-0.3
26	COc1ccc(S(=O)(=O)Nc2nnc(C)s2)cc1	0.1	-1	0	.	-1.4
27	COc1ccc(OCc2cccc(C(=O)NN)c2)cc1	0.6	4	6	3	1.6
28	CCCc1cc(NCC2CCCO2)n2c(nc3ccccc32)c1C#N (stereo unspecified)	-0.7	3	-1	0	1.2
29	Cc1cc(N2CCOCC2)nc2ccc(NC(=S)NC(C)C)cc12	1.0	-4	-9	-2	-0.6
30	CCOC(=O)CNC(=O)c1sc(NC(=O)c2ccccc2)nc1C	2.7	-4	-1	-1	0.6

entry	RTF Ca sens inh	Keap1-Nrf2 PPI	OPRM1-OPRD1 inv	HTR5A ag	HTR5A inv ctr
16	-3	-2	6	3	-10
17	-7	2	6	-2	-8
18	-3	-1	15	8	17
19	1	1	-2	-3	11
20	5	-1	20	4	6
21	1	-2	-12	1	10
22	-10	3	4	0	0
23	-9	0	3	3	-9
24	-4	4	17	3	26
25	-11	3	2	-6	15
26	-9	3	7	5	5
27	-8	0	-9	-3	9
28	-8	-5	-7	-1	-35
29	-1	-1	3	-1	4
30	-14	-1	-4	2	-6

(cont.)
entry	SMILES	LANA DNA inh	V-ATPase pHluor	cardiac RTF act	CAL PDZ FP	OPRM1-OPRD1 ag
31	COc1ccc(C(=O)N(C)C2CCCN(Cc3ccccc3F)C2)cc1C (stereo unspecified)	-0.5	-2	-1	0	0.7
32	Cc1ccc(NNC(=O)c2ccno2)c(C)c1	0.4	-3	2	.	-1.1
33	CCOC(=O)N1CCC(Nc2nc(OC)nc(OC)n2)CC1	1.1	-2	2	-6	-0.9
34	Cc1ccnn1-c1ccc(C(=O)OCC(=O)Nc2ccc(F)cc2)cc1	0.2	-1	15	-1	-0.8
35	O=C(CN1CCOCC1)NNC(=S)Nc1ccccc1	0.2	-2	3	-3	-2.6
36	CC(C)NC(=O)N1CCC(c2nc3ccccc3s2)CC1	0.5	1	0	-3	2.0
37	COc1ccc2c(Cl)c(-c3nnco3)sc2c1	-3.6	-1	4	.	-0.3
38	CSc1cccc(NC(=O)CN(C)S(=O)(=O)c2ccc(C)cc2)c1	1.7	-6	9	-3	0.5
39	COC(=O)CCC(=O)OC1(C)C(=O)C2=CN(Cc3ccccc3)C(c3ccc(OC)cc3)=CC2=C(Br)C1=O (stereo unspecified)	0.8	-5	10	0	5.6
40	CCOC(=O)Cn1c(-c2cccnc2Cl)nc2cc(C)c(C)cc21	0.0	-1	-2	4	0.5
41	CCCNC(=O)CCn1c(=S)oc2ccccc21	-2.5	-2	-4	-4	-1.7
42	Cc1ccccc1CS(=O)(=O)Cc1ccc(C(=O)NC2CCCCC2)o1	-0.2	-1	4	-4	-3.7
43	O=C(NCc1ccccc1Cl)c1cc2ccccc2oc1=O	-0.5	-2	0	-1	-1.4
44	S=C1NCN(CCc2ccccc2)CN1Cc1ccccc1	-0.3	0	-7	.	-1.8
45	Cc1ccc(NS(=O)(=O)c2ccc(-c3ccc(=O)[nH]n3)o2)c(C)c1	0.7	-6	0	-3	-2.3

entry	RTF Ca sens inh	Keap1-Nrf2 PPI	OPRM1-OPRD1 inv	HTR5A ag	HTR5A inv ctr
31	0	3	-3	-2	-5
32	1	0	6	3	-18
33	-5	0	5	-4	10
34	2	2	5	-1	10
35	-1	0	12	-2	5
36	0	2	-10	0	2
37	-5	3	2	4	-16
38	3	-3	-3	-7	-2
39	-12	-4	-32	10	-29
40	-9	-3	-3	2	-7
41	6	-3	9	0	-1
42	-1	-4	19	-2	3
43	-2	0	7	4	-14
44	-2	1	9	-4	-19
45	-3	1	12	0	-20

More entries.
entry	SMILES	LANA DNA inh	V-ATPase pHluor	cardiac RTF act	CAL PDZ FP	OPRM1-OPRD1 ag
46	O=C(COC(=O)C1=COCCO1)Nc1ncc(Cl)cc1Cl	1.7	-5	1	0	-2.8
47	CCOc1cccc(-c2nnc3sc(COc4ccc(Cl)cc4)nn23)c1	1.0	-2	-1	-4	2.4
48	Cn1c(SCC(=O)c2ccc(F)cc2)ncc(C(=O)Nc2ccccc2)c1=O	0.8	-9	0	-4	-3.5
49	COc1cccc(C(=O)Nc2cc(NC(=O)c3cccs3)ccc2C)c1	-3.6	0	-4	-3	-3.6
50	CCOC(=O)c1sc(NC(=O)c2cc(-c3ccc(C)cc3)nc3ccccc23)c(C#N)c1C	-0.4	2	-4	-1	-1.2
51	O=C(NC1CCCCCCC1)c1cc(-c2ccccn2)nc2ccccc12	0.1	-2	2	-4	-2.7
52	O=C(/C(C=Nc1ccc(Br)cc1)=C(/O)c1ccco1)C(F)(F)F	3.4	2	-1	-4	0.6
53	S=C1NC2=C(C(c3ccc(Br)cc3)N1)N1CCC2CC1 (stereo unspecified)	1.3	0	5	-4	-2.7
54	COc1cccc(/C=N/NC(=O)c2nnn(-c3nonc3N)c2C(C)C)c1OCc1ccc(F)cc1	-0.7	-3	5	-2	7.9
55	OCCNCCCOc1ccc(Cl)cc1Br	-0.9	-1	-1	.	3.8
56	Cc1cccc(C)c1OCc1nnc(SCC(=O)Nc2ccccc2F)o1	-2.0	-1	2	5	3.0
57	C[C@]12c3[nH]c4ccc(Cl)cc4c3CCN1C(=O)[C@@H](CC(=O)NCc1cccc(C(F)(F)F)c1)C[C@@H]2C(=O)N1CCOCC1	2.0	-3	0	-1	-2.2
58	Cc1c(CC(=O)NCCCC(=O)O)c(=O)oc2cc3occ(-c4ccccc4)c3cc12	2.1	0	-4	-6	-5.4

entry	RTF Ca sens inh	Keap1-Nrf2 PPI	OPRM1-OPRD1 inv	HTR5A ag	HTR5A inv ctr
46	-11	0	15	8	-15
47	-14	-3	-11	0	-2
48	-5	1	17	-1	7
49	-5	-1	17	7	-26
50	1	4	6	4	-26
51	-5	-3	13	-3	16
52	3	-2	-3	-1	4
53	0	-3	15	1	22
54	0	-1	-42	-3	11
55	-8	2	-19	7	19
56	3	-3	-15	-5	13
57	-2	4	11	-2	8
58	-2	-2	24	2	-9
